# Screens as filed in PubChem.
# TSHR antag = blocks TSH signaling through the human TSH receptor; actives 0.2% (n = 330,000); activity change, negative = inhibition, % at 11.5 µM; P16473; AID 504810; TSHR-expressing cells, TSH-stimulated cAMP HTRF, 2 h; hits give low values;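 active = activity change below a set negative limit, meaning inhibition stronger than a set level, cut at about -70% in these data; inconclusive = activity change between two set negative limits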; also: % is scaled to controls: 0 for no effect and ±100 for the full control effect
# Target sequence (P16473 whole entry, looked up): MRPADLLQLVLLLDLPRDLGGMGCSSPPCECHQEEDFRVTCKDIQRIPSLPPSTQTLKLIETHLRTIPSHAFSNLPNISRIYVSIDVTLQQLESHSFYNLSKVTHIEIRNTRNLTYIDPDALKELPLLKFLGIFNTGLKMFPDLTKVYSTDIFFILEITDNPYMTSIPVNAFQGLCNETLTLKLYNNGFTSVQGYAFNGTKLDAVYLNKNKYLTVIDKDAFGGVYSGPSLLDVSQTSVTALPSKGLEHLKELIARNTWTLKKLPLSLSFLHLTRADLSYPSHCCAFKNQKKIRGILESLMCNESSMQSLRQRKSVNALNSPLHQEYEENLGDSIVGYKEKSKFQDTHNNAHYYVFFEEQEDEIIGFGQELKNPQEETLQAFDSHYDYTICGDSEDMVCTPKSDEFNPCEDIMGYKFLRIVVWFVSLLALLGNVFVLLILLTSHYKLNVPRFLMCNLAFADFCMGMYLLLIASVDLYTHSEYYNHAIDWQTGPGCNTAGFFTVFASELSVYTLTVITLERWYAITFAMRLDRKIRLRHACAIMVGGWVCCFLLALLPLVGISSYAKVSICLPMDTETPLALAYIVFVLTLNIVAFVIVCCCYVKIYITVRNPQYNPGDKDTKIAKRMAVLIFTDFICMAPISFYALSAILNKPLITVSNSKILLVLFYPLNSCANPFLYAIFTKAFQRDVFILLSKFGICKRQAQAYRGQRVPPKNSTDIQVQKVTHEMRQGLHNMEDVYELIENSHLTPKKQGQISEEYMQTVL
#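 Antagonism was scored as loss of TSH-driven cAMP in TSHR cells, stimulated with 4nM TSH (EC80) for 2 hours at 37 deg C and detected by homogeneous HTRF competition immunoassay.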
# B2AR arrestin = recruits beta-arrestin to the human beta2-adrenergic receptor. P07550. beta-arrestin recruitment to beta2AR, cell-based reporter. Potency, µM (highest dose often 46.1 µM), inactives show at the top dose activation, most hits filed as activators. actives 0.02% (n = 330,000). AID 492947;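 also: potency is read from the fitted curve at half-maximal effect; 0% = DMSO controls and full agonism = EC100 isoproterenol or metaproterenol; nearly all actives have a fitted effect of over 65% in size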
# uPA generation = blocks generation of uPA at the cell surface; Potency, µM (titrated, usually from 38.3 µM), for the others: at the top dose activity change, negative = inhibition, actives largely listed as inhibitors; actives 0.31% (n = 330,000); cell surface uPA generation assay, qHTS; active = well fitted inhibition curve with a large enough effect; inconclusive = small, poorly fitted or top-dose-only effect; inactive = no such curve, though single readings can be large or run the other way; tested in mouse RAW 264.7 cells; also: potency is read from the fitted curve at half-maximal effect; % is scaled to controls: 0 for no effect and ±100 for the full control effect; nearly all actives have a fitted effect of over 55% in size
# ELG1 DNA repair = blocks ELG1-dependent DNA repair in HEK293T cells | actives 2.3% (n = 330,000) | AID 504467 | Potency, µM (series often up to 46.1 µM), without a hit: top-dose activity change, negative = inhibition, most hits filed as inhibitors | HEK293T ELG1-luciferase reporter, luminescence, 16 h; DNA damage induced by 5-fluorouridine; also: potency is read from the fitted curve at half-maximal effect; % is scaled to controls: 0 for no effect and ±100 for the full control effect; nearly all actives have a fitted effect of over 55% in size
#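 Overnight (16 hr) co-exposure of 2,000 cells/well to 5-fluorouridine and compound at 37 °C preceded detection. Luciferase was quantified via ONE-Glo luminescence; loss of signal denotes inhibition.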
# Tb PFK block = inhibitors of T. brucei phosphofructokinase; actives 0.17% (n = 330,000); Potency, µM (doses to about 57.5 µM), for the others: at the highest dose activity, negative = inhibition, actives largely listed as inhibitors; AID 485367; T. brucei PFK, ADP-Glo luminescence; O15648;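 also: potency is read from the fitted curve at half-maximal effect; 0% = uninhibited 1x PFK enzyme wells and -100% = no-enzyme wells; nearly all actives have a fitted effect of over 60% in size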
#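 Luminescent ADP detection (ADP-Glo, two-step: ATP depletion then ADP-to-ATP conversion for luciferase) reported PFK activity after 45 min room-temperature reaction of 1.25 nM enzyme with 0.5 mM F6P and 0.1 mM ATP at pH 8.0.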
# PTAP TSG101 blk = blocks PTAP/TSG101 interaction to inhibit HIV-1 budding | Q99816 | Fluorescence polarization, FITC-PTAP peptide / Tsg101 binding | AID 493005 | 340,000 tested, under 10 active | Potency, µM (top dose mostly 115 µM), without a hit: at the top dose activity change, negative = inhibition, usual class: inhibitors; active = well fitted inhibition curve with a large enough effect in the main read-out, with a control signal flat, not every such curve was filed as active; inconclusive = small, poorly fitted or top-dose-only effect, or effect the other way, or a change in a side signal; inactive = no such curve, though single readings can be large or run the other way; also: potency is read from the fitted curve at half-maximal effect; % of control where 0% means no effect
#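 Fluorescence anisotropy tracks displacement of a FITC-tagged PTAP peptide (50 nM) from the Tsg101 binding domain (10 uM), following a 20 min room-temperature incubation at pH 7.5.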
# Chronic BCR inh = inhibitors of chronic active B-cell receptor signaling; Potency, µM (doses to about 46.1 µM), without a hit: at the highest dose ratio change, negative = lower green/red ratio, most hits filed as inhibitors; actives 0.05% (n = 340,000); AID 493014; ABC-DLBCL IkBa-CBG/CBR reporter, luminescence ratio, 4 h; active = well fitted inhibition curve with a large enough effect in the signal ratio, with a control signal flat, not every such curve was filed as active; inconclusive = small, poorly fitted or top-dose-only effect, or effect the other way, or a change in a side signal; the % refers to the signal ratio;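 also: potency is read from the fitted curve at half-maximal effect; plate controls were basal doxycycline-induced cells for no effect and cells given 10 µM MG132 for full effect; MG132 reads +100%, hits lower the ratio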
#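 Cell line TMD8 (human ABC DLBCL), stably expressing tet-inducible CBG68-IkBa fusion and CBR; IMDM/0.5% FBS; cpd up to 46 uM; dox induction, 4 h, 37C/5% CO2; dual luminescence; green/red ratio; MG132 control.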
# Eya2 phos inh = Eya2 (human) phosphatase inhibition. recombinant Eya2, OMFP fluorescence dephosphorylation (OMFP is methylfluorescein phosphate). Potency, µM (series often up to 76.9 µM), without a hit: at the top dose activity, negative = inhibition, actives largely listed as inhibitors. actives 0.006% (n = 330,000). AID 488837; also: potency is read from the fitted curve at half-maximal effect; % is scaled to controls: 0 for no effect and ±100 for the full control effect
#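 Eya2 protein (added as 0.2 uM solution) was preincubated with compound for 10 min at ambient temperature in 50 mM HEPES pH 7.5, 50 mM NaCl, 5 uM MgCl2, 0.05% BSA, 1 mM DTT. OMFP (added at 50 uM) then reacted 10 min; fluorescence read at 485/525 nm.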
# USP2a block = inhibitors of human ubiquitin-specific protease USP2a | USP2 core, Ub-CHOP2 coupled fluorogenic reporter, 485/531 | Potency, µM (doses to about 38.3 µM), for the others: at the highest dose activity change, negative = inhibition, usual class: inhibitors | actives 0.01% (n = 330,000) | AID 463254;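 also: potency is read from the fitted curve at half-maximal effect; plate controls were DMSO wells for no effect and full inhibition by NEM control for full effect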
#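 USP2 core (10nM final) preincubated 30min RT with compound in 20mM Tris-HCl pH 8.0, 2mM CaCl2, 2mM beta-mercaptoethanol, 0.05% CHAPS; 25nM Ub-CHOP2 plus 25nM reporter substrate added, fluorescence (Ex485/Em531) read after 60min.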
# TCR act = T cell receptor activation; primary human leukocytes, anti-CD3, IL-2 HTRF, 48 h; Potency, µM (series often up to 9.22 µM), for inactives: top-dose activation of IL-2 secretion, most hits filed as activators; 330,000 tested, under 10 active; also: % of control where 0% means no effect
#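 Compounds are tested in HTS on primary human leukocytes co-incubated with a-CD3 beads for 48 hr. IL-2 output is measured by time-resolved FRET.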
# Mito fusion yeast = blocks mitochondrial division or promotes mitochondrial fusion. actives 0.23% (n = 320,000). Potency, µM (highest dose often 46.1 µM), for the others: at the highest dose growth rescue (activation), hits mostly activators. S. cerevisiae fusion-defective mutant growth rescue, CellTiterGlo 48 h;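 also: potency is read from the fitted curve at half-maximal effect; % of control where 0% means no effect; nearly all actives have a fitted effect of over 45% in size; temperature-sensitive fusion mutants such as fzo1-1 at 37 °C on non-fermentable ethanol glycerol medium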
#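 Compounds are tested for their ability to restore growth of mitochondrial fusion-defective yeast strains at non-permissive 37C in YPEG medium over 48 hours. Viability is quantified by luciferase luminescence.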
# The depositor's hits bear a star; ? = inconclusive; · = no result given; & = joins results of further samples; [ ] = remark or other dose. Unless noted, calls follow the shape of the dose curve; as a rule, active = well fitted curve in the direction sought with a large enough effect; inconclusive = small, poorly fitted or top-dose-only effect, or another doubt; inactive = no such curve, though single readings can be large; an effect the other way counts as inactive or inconclusive.
Molecule | TCR act | Chronic BCR inh | ELG1 DNA repair | uPA generation | PTAP TSG101 blk | B2AR arrestin | Eya2 phos inh | Tb PFK block | TSHR antag | Mito fusion yeast | USP2a block
CCOC(=O)C1CCCN(C(=O)c2cc(CN3C(=O)c4ccccc4C3=O)ccc2OC)C1 (stereo unspecified) | -2% | ? | 13% | 3% | -6% | -1.3% | -4% | -1% | 4 | 0% | -1%
CC(=O)NC(CC(=O)NCCCn1ccc2ccccc21)c1ccccc1 (stereo unspecified) | 1% | 4% | -3% | 1% | -1% | 0.2% | 8% | -2% | 1 | -6% | 1%
Cc1ccc(N2CC(C(=O)Nc3ccccc3C(=O)NC3CCCCC3)CC2=O)cc1 (stereo unspecified) | -7%[46.1 µM] | -20% | -11% | · | -2% | -0.7% | -2% | -2% | 2 | -1% | 2%
CSc1nc(N)nc(C2CC2)n1 | -2% | 0% | ? | -2% | 1% | 0.3% | -27% | -2% | -5 | -3% | -1%
CC(=O)Nc1ccc2c(c1)CCCN2C(=O)c1ccccc1 | -11% | -1% | 0% | -1% | -1% | -0.1% | -9% | -1% | -14 | 0% | 2%
COC(=O)[C@H](C)NC(=O)Nc1ccc(S(N)(=O)=O)cc1 | -5% | 2% | 0% | 3% | -8% | -1.0% | 4% | 0% | 14 | 1% | 1%
O=c1c2ccccc2nc(SCc2nnc(-c3ccccc3)o2)n1-c1ccc(F)cc1F | 1% | -10% | 16% | 4% | -6% | 0.3% | 3% | 1% | -1 | 23% | -1%
O=C(NCc1ccccc1)c1ccc(NC2=NC3CS(=O)(=O)CC3S2)cc1 (stereo unspecified) | -2% | -2% | 3% | 9% | -2% | 0.2% | -4% | 1% | -7 | -1% | 2%
CC1(C)CC(=O)c2cc(OCC(=O)NCC3CCCO3)ccc2O1 (stereo unspecified) | -4% | -1% | ? | · | -2% | -0.3% | 1% | 0% | -6 | -1% | 0%
Cc1ccc(C)c(C(=O)CN2C3=NCCCN3c3ccccc32)c1 | -1% | -1% | -18% | -18% | -10% | 0.7% | 0% | 3% | 2 | -4% | 2%
N/C(=N\OC(=O)COc1ccc(Cl)cc1Cl)c1ccccn1 | 4% | -17% | ? | ? | -5% | 0.3% | 1% | 2% | -14 | 10% | 3%
COc1ccc(CC(=O)N/N=C(\C)c2ccccn2)cc1 | 3%[46.1 µM] | ? | 14% | -19% | -4% | -0.3% | 5% | -3% | -1 | 8% | 1%
Cc1noc(C)c1COc1cccc(C(=O)N(C)Cc2nc3ccccc3c(=O)[nH]2)c1 | 4% | -6% | -2% | 4% | -2% | -0.1% | 0% | -5% | 11 | -2% | -1%
COC(=O)c1cc2sccc2n1CC(=O)N(C)c1ccccc1 | -1% | -1% | -7% | -23% | -5% | 0.0% | 0% | 0% | 4 | -3% | 5%
CN1c2ccccc2C(O)=C(C(=S)Nc2ccc(F)c(Cl)c2)S1(=O)=O | -3% | ? | -25% | -2% | -8% | -0.1% | 20% | 0% | -35 | 7% | -2%
O=C(CN1C(=O)C(=O)N(Cc2ccco2)C1=O)c1c[nH]c2ccccc12 | 9% | ? | -2% | -24% | -16% | 0.3% | 4% | 8% | 5 | -2% | -2%
O=C(NS(=O)(=O)Oc1ccc(Cl)cc1)OC[C@@H]1CCCN2CCCC[C@H]12 | -3%[46.1 µM] | -1% | 1% | 0% | -1% | -0.5% | 7% | 2% | 15 | -2% | 1%
COc1cccc(CN2CCN(Cc3cccc(Oc4ccccc4)c3)CC2)c1OC | -3% | ? | -5% | 4% | -5% | -0.3% | 0% | -13% | -8 | -24% | -1%
COc1cccc(NC(=O)CSc2nnc3c(n2)[nH]c2ccc(C)cc23)c1 | 2% | -2% | -2% | 3% | 0% | -0.4% | -7% | 2% | -1 | 0% | 2%
COc1ccc(C)cc1S(=O)(=O)Nc1cc(Cl)ccc1Cl | 2%[46.1 µM] | -28% | -5% | -6% | -3% | -1.0% | -5% | -10% | -33 | 21% | -2%
CCN(CC)C(=O)CSC1=C(C#N)C(c2ccco2)C(C(=O)OCCOC)=C(C)N1 (stereo unspecified) | -2% | -3% | ? | 2%&2% | 1%&-1% | -0.4% | 7% | 2% | 5 | · | 2%
Cc1ccc(C(=O)Nc2ccc3c(c2)OCCO3)c(C)c1 | 0% | ? | ? | -17% | 0% | 0.3% | -4% | -15% | -7 | 0% | -1%
Cc1ccc(Cl)cc1N(CC(=O)N1CCOCC1)S(C)(=O)=O | 1% | 1% | -1% | 7% | -2% | -0.1% | 1% | 0% | -9 | 2% | 0%
Cc1ccc(NC(=S)N2CCN(C3CCCCC3)CC2)cc1 | 5% | 0% | 12% | · | -6% | 0.0% | -7% | 0% | 5 | -5% | 2%
COc1ccc(NC(=O)C2C3C=CC4(O3)C2C(=O)N(CCN2CCCCC2C)C4C(=O)NC2CCCCC2)cc1 (stereo unspecified) | 2% | 0% | ? | -4% | 0% | 0.2% | 2% | -10% | 7 | -6% | 1%
CCN(CC)C(=O)CSc1nnc(-c2c[nH]c3ccccc23)o1 | 4% | -16% | ? | 7% | -1% | -0.2% | 2% | 0% | 14 | -8% | 3%
Cc1nnc(SCC(=O)N2c3ccccc3Sc3ccccc32)n1N | -6% | 0% | 4% | 8% | -2% | -0.3% | 13% | 0% | 10 | -4% | 2%
Cc1ccccc1OCc1nnc(SCC(=O)O)n1-c1ccccc1 | -1% | 4% | -5% | -16% | -1% | 1.0% | 14% | 2% | -1 | -2% | 2%
COc1ccc2c(C(=O)NCCCCO)c(-c3ccc(S(C)(=O)=O)cc3)sc2c1 | -10% | ? | -9% | 5% | -13% | -0.2% | 9% | -2% | 3 | · | 0%
Cc1ccccc1NC(=O)CCC(=O)OCC(=O)c1ccc(-c2ccccc2)cc1 | -6% | 1% | ? | 1% | 0% | -0.4% | 11% | -3% | -4 | 5% | 1%
COc1ccccc1CN1CC(C(=O)N2CCN(c3ccc(F)cc3)CC2)CC1=O (stereo unspecified) | 5% | -3% | 9% | -3% | -12% | -0.2% | -27% | -2% | -12 | 0% | -2%
Cc1ccc(C)n1CCN1CCN(CC(=O)Nc2cc(C(F)(F)F)ccc2Cl)CC1 | · | -1% | -10% | · | · | 0.1% | -21% | -6% | -6 | 0% | 6%
Cc1ccc(NS(=O)(=O)c2ccc(N/N=C/c3ccccc3OCC(=O)O)c([N+](=O)[O-])c2)c(C)c1 | 2% | 11% | 3% | 2% | 3% | 0.2% | -16% | -7% | -8 | 15% | 0%
CC(NC(=O)Cc1ccsc1)c1ccc(Cl)cc1Cl (stereo unspecified) | -2% | 13% | 21% | -1% | 4% | -1.5% | -4% | -3% | -1 | 12% | -1%
COC(=O)C(CO)NC(=O)C1CCCN1C(=O)CNC(=O)OCc1ccccc1 (stereo unspecified) | -2% | 7% | -3% | 7% | 24% | -0.8% | 5% | -1% | 0 | -2% | 2%
Cc1cc(NC(=O)c2ccccc2F)nc2c1c(=O)oc1ccccc12 | -2% | 8% | 3% | 0% | -5% | -0.1% | 7% | -25% | 37 | 11% | 0%
Cc1cc(C)c(S(=O)(=O)Cc2ccc(Cl)cc2)c(=O)[nH]1 | 3% | 1% | -6% | -5% | -1% | 0.0% | -8% | 0% | 9 | -3% | 0%
CCCC(=O)N1CCN(c2ccc([N+](=O)[O-])c(NC(C)c3ccccc3)c2)CC1 (stereo unspecified) | -1% | -21% | ? | -1% | -2% | -1.0% | -6% | -3% | 1 | 8% | -4%
CCOc1ccccc1NC(=O)CSc1nc(=O)n(CCN2CCOCC2)c2c1CCCC2 | 1% | -18% | 27% | -6% | -1% | 0.3% | -33% | -3% | -3 | -3% | 3%
Cc1cc(=O)oc(C)c1C(=O)N1CCCCC1 | -3% | 3% | 1% | 0% | -3% | 7.3% | 1% | 1% | 39 | 1% | 2%
Cc1cccc(-n2c(C)nc3sccc3c2=O)c1 | 5% | -5% | 11% | -1% | -6% | -1.0% | -2% | -7% | 24 | 1% | 0%
CCOC(=O)c1sc(=NC(=O)C2CC2)n(C)c1C | -5% | 3% | -6% | 9% | -1% | 0.5% | 10% | 0% | -6 | 0% | 0%
C=CCC1CCCC(=O)N2CC[C@H](O)C12 (stereo partly specified) | -5% | -1% | 17% | -5% | 2% | -1.8% | 6% | 4% | 0 | -15% | 0%
